Bioassay records as filed in PubChem.
Keap1 Nrf2 FP: Keap1-Nrf2 protein-protein interaction inhibitors, primary screen, biochemical, fluorescence polarization, single point; Kelch-like ECH-associated protein 1 (Homo sapiens), Q14145; Keap1 Kelch-Nrf2 peptide fluorescence polarization, 1536-well; inhibition, % at 9.4 µM; 340,000 compounds, 0.15% hits; in the data active = inhibition above about 12%;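 also: human Keap1 Kelch domain with fluorescein labeled Nrf2 9mer peptide probe; 0% = neutral control wells and 100% = peptide positive control; higher means more block of Keap1 binding to Nrf2 peptide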
Target sequence (Q14145 whole entry, looked up, the tested form may be a part): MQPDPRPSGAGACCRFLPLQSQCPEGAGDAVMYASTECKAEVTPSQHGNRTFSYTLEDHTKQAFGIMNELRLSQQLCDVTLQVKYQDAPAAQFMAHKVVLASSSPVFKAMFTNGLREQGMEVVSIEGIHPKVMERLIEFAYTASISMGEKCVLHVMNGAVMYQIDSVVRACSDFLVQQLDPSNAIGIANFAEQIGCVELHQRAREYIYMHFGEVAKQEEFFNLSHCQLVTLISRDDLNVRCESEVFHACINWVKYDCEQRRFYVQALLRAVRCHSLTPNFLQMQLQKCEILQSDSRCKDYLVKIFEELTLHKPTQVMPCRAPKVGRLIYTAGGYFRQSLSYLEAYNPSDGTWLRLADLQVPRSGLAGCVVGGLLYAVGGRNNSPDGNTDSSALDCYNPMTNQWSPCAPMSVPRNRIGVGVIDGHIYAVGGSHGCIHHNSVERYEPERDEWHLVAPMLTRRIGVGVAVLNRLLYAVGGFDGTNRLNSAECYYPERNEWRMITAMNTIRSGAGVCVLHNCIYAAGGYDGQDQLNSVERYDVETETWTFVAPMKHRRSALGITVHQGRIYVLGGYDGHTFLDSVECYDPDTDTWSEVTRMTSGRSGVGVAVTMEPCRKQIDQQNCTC
RTF Ca sens inh: cardiac RTF calcium sensitivity inhibitors, primary screen, biochemical, IANBD-TnC fluorescence, EC70 calcium; inhibition, % at 7.15 µM; Troponin I, cardiac muscle (Homo sapiens) + Troponin T, cardiac muscle (Homo sapiens) + …; IANBD-labeled cardiac RTF, Ca2+ fluorescence; AID 493244, 2011; 340,000 compounds, 0.12% hits;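 active = inhibition above the mean inhibition of all tested compounds plus 3 SD, cut at about 17% in these data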;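 also: assay run at fixed EC70 calcium of 1.6 mM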
HTR5A ag ctr: HTR5A agonists in luminescence cell assay, primary screen, counter-screen for OPRM1-OPRD1 heterodimer agonist project, full-deck HTS. cell-based. AID 504692, 2011. 5-hydroxytryptamine receptor 5A (Homo sapiens), P47898. activation, % at 9.3 µM. 340,000 compounds, 0.61% hits; in the data active = activation mostly above about 9.5%, no sharp cut-off; inactive = mostly below about 7.6%;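 also: 0% = cells with vehicle only and 100% = reference agonist; strong numbers were not always called active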
Target sequence (P47898 whole entry, looked up): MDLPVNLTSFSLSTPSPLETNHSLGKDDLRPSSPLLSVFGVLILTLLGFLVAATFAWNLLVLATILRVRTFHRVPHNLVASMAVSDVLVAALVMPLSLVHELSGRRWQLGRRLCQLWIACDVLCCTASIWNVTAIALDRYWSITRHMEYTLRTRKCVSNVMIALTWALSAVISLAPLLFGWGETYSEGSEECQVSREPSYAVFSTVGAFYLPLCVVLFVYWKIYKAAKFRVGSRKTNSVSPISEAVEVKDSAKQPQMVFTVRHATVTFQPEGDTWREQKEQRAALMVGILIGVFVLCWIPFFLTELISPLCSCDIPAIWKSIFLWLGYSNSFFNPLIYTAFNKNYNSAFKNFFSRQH
MOR-DOR inv ag: inverse agonists of MOR-DOR heterodimerization, primary screen, cell-based, luminescence; inhibition, % at 9.3 µM; AID 504357, 2011; cell-based MOR-DOR heterodimer luminescence, inverse agonism; 340,000 compounds, 0.21% hits; in the data active = inhibition above about 22%, passing the limit was not always enough;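 also: 0% = cells with DMSO and 100% = wells without cells with DMSO; values of inactives mirror those of a sister screen read the other way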
cardiac RTF act: cardiac RTF calcium sensitivity activators, primary screen, biochemical, IANBD-TnC fluorescence, EC20 calcium. activation, % at 7.2 µM. IANBD-labeled TnC RTF fluorescence at EC20 calcium; 0% EC20 calcium, 100% full calcium. 340,000 compounds, 0.24% hits. Troponin I, cardiac muscle (Homo sapiens) + Troponin T, cardiac muscle (Homo sapiens) + …. AID 493008, 2010;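 active = activation above the mean over all tested compounds plus 3 SD, cut at about 30% in these data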;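 also: rise in fluorescence read as greater calcium sensitivity of cardiac thin filaments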
OPRM1-OPRD1 ag: agonists of OPRM1-OPRD1 heterodimerization, primary screen, cell-based, luminescence; AID 504326, 2011; activation, % at 9.3 µM; cells; Mu-type opioid receptor (Homo sapiens) + Delta-type opioid receptor (Homo sapiens), …; 340,000 compounds, 0.3% hits; in the data active = activation above about 18%;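 also: 0% = vehicle-treated cells and 100% = reference agonist; values of inactives mirror those of a sister screen read the other way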
HTR5A inv ctr: HTR5A inverse agonists in luminescence cell assay, primary screen, counter-screen for OPRM1-OPRD1 heterodimer inverse agonist project, full-deck HTS | inhibition, % at 9.3 µM | 5-hydroxytryptamine receptor 5A (Homo sapiens), P47898 | 340,000 compounds, 0.083% hits | AID 504634, 2011 | HTR5A cell line, inverse agonism; in the data active = inhibition mostly above about 23%, no sharp cut-off; inactive = mostly below about 18%;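 also: 0% = cells with DMSO and 100% = no-cell wells with DMSO; some compounds called inactive have numbers as strong as hits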
C-LANA FP: inhibitors of KSHV C-LANA binding to DNA, primary screen, biochemical, fluorescence polarization, FAM-LBS DNA, MBP-C-LANA, single point. Kaposi's sarcoma herpesvirus LANA C-terminal domain (residues 932-1162) DNA binding. inhibition, % at 9 µM. 340,000 compounds, 0.078% hits. AID 504423, 2011;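 active = highest replicate inhibition at or above 60% at 9 µM, even if other replicates fall short; inactive = all replicates below 60% inhibition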;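 also: 0% = neutral control wells and 100% = 4 µM acridine orange control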
CAL PDZ FP: untagged CAL PDZ binding inhibitors, primary screen, biochemical, fluorescence polarization, HTS | Golgi-associated PDZ and coiled-coil motif-containing protein (Homo sapiens), Q9HD26 | purified CAL PDZ, TMR-peptide fluorescence polarization, 1 h | inhibition, % at 24.9 µM | 300,000 compounds, 0.92% hits | AID 602252, 2012;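 active = mean inhibition of at least 30% with at least half of replicates also reaching 30%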;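 also: 0% = DMSO neutral control and 100% = excess unlabeled competitor peptide PRC23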
V-ATPase pHluor: regulators of yeast V-ATPase proton pumping, primary screen, pHLuorin cytosolic pH fluorescence; S. cerevisiae; response, % at 10 µM; AID 504577, 2011; 350,000 compounds, 0.37% hits; in the data active = response mostly above about 7.3%, no sharp cut-off; inactive = mostly below about 5.4%; also: actives read high; inactives centre near 0; some compounds called inactive have numbers as strong as hits; reference of the scale not given here
An asterisk follows results filed as active; x = no result given.

SMILES	Keap1 Nrf2 FP	RTF Ca sens inh	HTR5A ag ctr	MOR-DOR inv ag	cardiac RTF act	OPRM1-OPRD1 ag	HTR5A inv ctr	C-LANA FP	CAL PDZ FP	V-ATPase pHluor
COc1ccccc1C(c1nnnn1C(C)(C)C)N1CCN(Cc2ccncc2)CC1 (configuration not stated)	-4	0	3	17	-2	-3.7	6	-0.2	3	-3
O=C(NCc1ccccc1)Nc1cccn(Cc2ccc(F)cc2)c1=O	0	0	0	7	-5	-1.1	1	-1.8	13	-2
CC1CCCCN1CCCNC(=O)Cn1c(=O)c2cccn2c2ccccc21 (configuration not stated)	-7	-2	2	0	0	-0.1	-14	0.3	-18	-2
CCN(CC)CCNC(=O)c1ccc(NC(=O)C2CCN(c3ncnc4sc(C)c(C)c34)CC2)cc1	2	8	-2	15	-4	-2.8	3	-2.6	-5	4
C=CCNC(=O)CN(Cc1ccccc1)S(=O)(=O)c1ccc(C)cc1	-5	1	-1	14	-1	-2.9	2	-2.5	-3	1
CCOC(=O)C1CCCN(C(=O)/C=C/c2cccc([N+](=O)[O-])c2)C1 (configuration not stated)	4	-3	-6	2	-6	-0.5	23	0.7	-2	6
CC(=O)c1cccc(N(C(=O)CS(=O)CC(=O)Nc2ccc(F)cc2)C(C(=O)NC2CCCCC2)c2ccc(C)o2)c1 (configuration not stated)	-5	-3	-2	-1	6	0.1	5	0.8	-1	0
O=C1CN(S(=O)(=O)c2ccccc2)CCN1	4	0	2	7	-2	-1.4	-8	-1.1	x	9
COc1ccccc1N1CCN(C(CNS(=O)(=O)c2ccc(C)cc2)c2cccnc2)CC1 (configuration not stated)	-3	1	-1	0	1	0.1	10	-0.2	-2	0
O=C(NN1C(=O)/C(=C/c2cccs2)SC1=S)c1ccccc1	-1	-21	-1	9	-4	-1.4	-4	0.4	-2	-4
COc1ccccc1N1CCN(C(=O)CSc2nnc(NC(=O)C3CCC3)s2)CC1	3	0	-1	6	-1	-1.2	-20	-0.4	-5	-1
Fc1cccc(NC(=S)NCCc2ccccc2)c1	-3	-4	-4	-14	-6	2.8	9	-0.1	-3	-5
COc1ccc(C2C(C#N)=C(N)Oc3cc(O)ccc32)cc1Cl (configuration not stated)	4	-6	6	13	0	-2.7	-22	-2.3	-53	0
CN(C)S(=O)(=O)c1cccc(C(=O)Nc2ccc(Cl)cn2)c1	-1	-20	1	-9	1	1.5	-3	1.0	-1	2
O=C(O)c1ccccc1-c1ccccc1C(=O)Nc1ccc(OC(F)(F)F)cc1	8	-1	2	-5	4	1.0	-41	0.3	x	9
CCC(c1nnnn1C(C)(C)C)N1CCN(C2CCCC2)CC1 (configuration not stated)	-1	-1	-5	12	3	-2.8	12	-1.9	-3	0
Clc1cccc(Nc2ncnc3c2cnn3-c2ccccc2)c1	-6	-5	2	-38	0	7.3	-7	0.6	-6	0
CCC(C)(C)NC(=O)C(c1ccc(OC)cc1)N(Cc1cccs1)C(=O)CCC(=O)Nc1cc(C)on1 (configuration not stated)	-1	2	10	5	3	-0.8	-4	0.4	-1	-2
N#Cc1cnc(SCCc2ccccc2)nc1N	-10	-12	-1	-3	4	0.6	1	2.1	-5	-2
Cc1ncc(CO)c2c1Oc1nc(-c3ccccc3F)nc(SCC(=O)N(C)c3ccccc3)c1C2	2	-15	12*	-103	-1	20*	-5	1.6	0	0
CC(O)c1nc2ccccc2n1CC(=O)N1CCN(c2ccccc2)CC1 (configuration not stated)	-2	-1	x	x	2	x	x	-0.5	1	-2
Cc1ccc(S(=O)(=O)NCCC(=O)N2CCCCCCC2)cc1	2	-10	2	9	-13	-1.5	13	0.0	-3	-3
CC[C@@H]1C(=O)[C@H](Cc2ccccc2)[C@H]2CCCC(=O)N3CC[C@@H]1[C@@H]23	-2	-9	-3	10	3	-1.9	-5	-0.5	-6	-2
COc1cc(C(=O)NNC(=O)c2ccccc2Br)ccc1OCC(=O)N1CCOCC1	0	-14	-3	6	4	-1.2	8	-0.4	x	4
CCN(CC(=O)Nc1c(F)cccc1F)C(=O)c1ccc(S(=O)(=O)N(CC)c2ccccc2)cc1	-3	-16	10	1	3	-0.4	-26	0.4	-1	0
Cc1cccc(N2CCN(C(=O)CSc3ccc4c(c3)OCCO4)CC2)c1C	1	2	5	-12	1	3.1	3	-0.6	-4	3
COc1cc(/C=N/NC(=O)c2cc(C)oc2C)ccc1O	1	-1	6	14	-2	-2.7	-16	-1.9	-4	3
O=C(c1ccccc1)N1CCCC(C(=O)N2CCc3ccccc3C2)C1 (configuration not stated)	1	-1	2	13	1	-2.4	16	-0.1	-2	7
O=[N+]([O-])c1ccc(CN2CCN(c3ccc(Cl)cc3)CC2)o1	0	0	1	-21	-8	4.2	19	-0.5	-4	x
O=C(O)c1ccc(/C=N/n2c(C3CCCCC3)n[nH]c2=S)cc1	3	-14	-1	10	15	-1.8	5	-8.8	-3	-2
O=C(Cn1cncn1)N/N=C/c1ccc(Cl)cc1	2	-15	-2	8	6	-1.6	-13	1.9	6	-1
CC(C)(C)C(=O)NNC(=O)c1cc(C(C)(C)C)nn1Cc1ccccc1	-3	3	-1	13	3	-2.5	5	0.9	-4	-2
CCc1ccc([C@@H]2CC=C(C(=O)O)[C@H](c3ccc(Cl)cc3)N2S(=O)(=O)c2ccc(C)cc2)cc1	-4	-12	4	1	-5	-0.2	-30	1.7	-9	5
CCOC(=O)c1c(N)sc(-c2ccccc2)c1C	-2	1	1	-18	-2	3.2	2	-1.4	0	0
O=C(NCCNc1nccc(C(F)(F)F)n1)c1cccs1	2	-3	1	10	7	-1.9	-3	-0.4	-5	0
Cc1sc2ncnc(N3CCC(C(=O)Nc4sc5c(c4C(N)=O)CCC(C)C5)CC3)c2c1C (configuration not stated)	-2	-3	1	-32	0	8.2	-7	0.6	x	3
CCOC(=O)COc1c(-c2ccc(OC)cc2)oc2ccccc2c1=O	-2	6	1	15	-5	-2.5	-17	1.0	-8	1
CC#CCN1c2ccccc2[C@]23C[C@@H](C(=O)OC)N(C(=O)OCC)C2=NC(C(=O)OC)=C(C(=O)OC)[C@H]13	-2	-5	-3	-4	7	0.8	-1	-3.9	0	-1
COC(=O)Cc1cc(=O)[nH]c(/N=C(\N)Nc2ccc(C)cc2)n1	2	-1	3	3	-1	-0.5	-10	1.4	4	0
O=C(Nc1ccccc1C(=O)O)c1cc(S(=O)(=O)Nc2cccc(F)c2)ccc1Cl	2	1	9	13	-2	-2.6	-25	0.7	x	1
CCCCCN(C(=O)CCC(=O)OCc1cccc(Br)c1)c1c(N)n(CCCC)c(=O)[nH]c1=O	-3	-4	-2	2	-1	-0.4	5	-2.6	-1	4
CSc1nc(O)c(N=Nc2ccc(F)cc2F)c(=O)[nH]1	-6	-11	-4	18	1	-4.1	15	-1.5	-7	-3
CCc1nnc(NC(=O)CCC(=O)NC2CC2)s1	3	-4	-2	3	-6	-0.5	-2	0.9	0	5
Cc1c(Cl)cccc1NC(=S)N=Nc1c(O)n(CN2CCOCC2)c2ccccc12	1	10	-4	-6	-8	1.0	4	1.9	-1	1
N#Cc1c(Cl)nc(-c2ccncc2)nc1-c1ccccc1	-2	-12	3	-1	2	0.1	-10	-0.5	-5	4
COc1cccc(NC(=O)Cc2ccc3ccccc3c2)c1	-2	2	4	7	-7	-1.4	-15	1.1	-5	0
O=C(CCCn1cnc([N+](=O)[O-])n1)Nc1ccc(F)c(Cl)c1	-4	11	2	0	-4	0.1	-6	-0.9	-7	1
Cc1cc(C)nc(SC(C)C(=O)Nc2ccc(S(N)(=O)=O)cc2)n1 (configuration not stated)	-7	-4	1	3	-1	-0.7	-3	-1.7	-3	-3
CCC(C)NC(=O)C1(N2C(=O)c3ccccc3C2=O)CCCC1 (configuration not stated)	-5	-12	-1	10	-3	-1.9	6	0.6	-4	3
NCCOc1ccc(C23CC4CC(CC(C4)C2)C3)cc1	-2	5	8	-44	2	8.6	-22	-3.5	-1	-2

Carrying on.
SMILES	Keap1 Nrf2 FP	RTF Ca sens inh	HTR5A ag ctr	MOR-DOR inv ag	cardiac RTF act	OPRM1-OPRD1 ag	HTR5A inv ctr	C-LANA FP	CAL PDZ FP	V-ATPase pHluor
COC(=O)c1cc(Br)ccc1NC(=O)Nc1ccc(C)cc1	-7	0	-2	7	2	-1.2	-3	-0.7	2	7
CCC(C)Sc1ccc([C@@H]2[C@H]3C(=O)N(CC)C(=O)[C@H]3[C@]3(C(=O)OC)CCCN23)cc1OC (some centres not stated)	-9	-5	2	5	-2	-0.9	-2	-0.5	-1	1
O=c1[nH]c2ccccc2c(=O)n1CCCO	-3	-2	-2	-6	-3	1.2	-30	-0.1	2	-2
CCCCn1cnc2c(SCc3ccc([N+](=O)[O-])cc3)nc(N)nc21	3	-15	0	-6	-3	1.2	-2	0.5	-1	-1
C=CCOc1ccc2c(c1)CCC1C2CCC2(C)C(O)C(O)CC12 (configuration not stated)	-7	-1	1	9	-1	-1.8	-3	2.2	-1	0
Nc1ccc(-c2nnc(-c3ccc(-c4ccccc4)cc3)o2)cc1	2	-6	2	7	-11	-1.4	-20	-1.2	0	3
COc1ccc(N2CC(C(=O)N/N=C/c3cccs3)CC2=O)cc1 (configuration not stated)	3	4	6	5	0	-0.7	14	0.5	5	-1
O=C(c1cc2ccccc2o1)N(Cc1nnc(-c2ccccc2Cl)o1)C1CC1	-6	-2	-4	20	-2	-3.8	9	0.1	-9	-2
CCOc1ccccc1C(=O)N/N=C/c1c[nH]c2ccccc12	-4	-3	-1	15	-1	-2.8	3	0.0	-6	-6
CCOCCOC(=O)c1[nH]c2c(c1C)C(=O)CC(c1ccc(N(C)C)cc1)C2 (configuration not stated)	0	-4	1	6	8	-1.1	-2	-1.6	x	-2
CCC(C(=O)O)n1c(C(F)(F)F)nc2ccccc21 (configuration not stated)	-5	3	1	12	6	-2.1	2	-1.2	-1	-1
C/C(=N/NC(=O)c1cccs1)c1c(C)[nH]n(-c2nc3ccccc3s2)c1=O	2	-6	2	-4	-3	0.5	-5	2.7	3	-2
CC(C)(CNC(=O)c1ccc([N+](=O)[O-])c(Cl)c1)CNC(=O)c1ccc([N+](=O)[O-])c(Cl)c1	-1	2	-1	-21	-7	4.6	4	-0.7	x	-3

Hits appear at their usual frequency. Share with any hit: about 2.8%.
